Source: PubChem (National Center for Advancing Translational Sciences (NCATS))
PNC assembly inh: inhibitors of perinucleolar compartment assembly; PC3M PTB-GFP, PNC prevalence imaging, 16 h; stronger effect = lower value; 140,000 tested, 3.1% active; AID 2417; activity change (PNC), negative = inhibition, % at 10 µM;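 active means readout at or below -70, meaning at least 70% loss of cells showing the perinucleolar compartment, a nuclear body marking cancer cells; inconclusive means readout between -30 and a set limit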;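 further: plate controls were DMSO wells for no effect and camptothecin positive control wells for full effect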
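PC3M cells stably expressing PTB-GFP, 750–1000 cells/well, treated 16 h at 37 °C with compound (23 nl of library stock), in duplicate. After paraformaldehyde fixation and Hoechst stain, imaged at 20x; PNC prevalence scored by image analysis.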
ALOX15B inhib: 15-hLO-2 (ALOX15B) enzyme inhibition | O15296 | purified 15hLO-2, xylenol orange hydroperoxide absorbance | Potency, µM (doses to about 57.1 µM), inactives show top-dose activity change, negative = inhibition, hits mostly inhibitors | 110,000 tested, 0.56% active | AID 881; further: potency means the concentration at half of the fitted maximal effect; nearly all actives have a fitted effect of over 60% in size; many of its hits are not listed in these tables
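Enzyme 50 nM, AA 45 uM, 25 mM Hepes pH 7.5 + 0.01% Triton X-100; cpd preinc 15 min RT, rxn 90 min RT; stop/detect with 200 uM XO + 300 uM Fe(II) in 50 mM H2SO4, 30 min; A573/A405.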
IMPase cell inh: cell-permeable inhibitors of inositol monophosphatase (IMPase); 120,000 tested, under 10 active; AID 901; CHO-M1 cells, IP1 accumulation, HTRF TR-FRET ratio; P97697; inhibition (IP1 accumulation), % at 46.1 µM; active means well fitted curve in the direction sought with a large enough effect in the signal ratio, not every such curve was filed as active; inconclusive means small, poorly fitted or top-dose-only effect, or a change in a side signal; inactive means no such curve, though single readings can be large or run the other way; the % refers to the signal ratio;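 further: cells stimulated with carbachol in lithium chloride buffer; plate controls were DMSO basal wells for no effect and reference inhibitor wells for full effect; higher means more IMPase inhibition seen as more IP1 and lower FRET ratio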
Target sequence (P97697 whole entry, looked up): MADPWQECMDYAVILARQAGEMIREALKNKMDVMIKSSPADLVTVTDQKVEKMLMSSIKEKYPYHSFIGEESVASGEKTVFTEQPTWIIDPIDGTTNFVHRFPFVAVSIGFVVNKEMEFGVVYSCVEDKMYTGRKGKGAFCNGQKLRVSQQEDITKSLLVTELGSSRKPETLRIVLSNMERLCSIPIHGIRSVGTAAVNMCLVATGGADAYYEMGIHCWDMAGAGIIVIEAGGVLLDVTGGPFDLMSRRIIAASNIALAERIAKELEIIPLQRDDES
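Measured: the HTRF emission ratio (665/620 nm) plus the 620 nm donor channel, each fitted to the Hill equation to give AC50. Cells were CHO-M1 given compounds up to 46 uM and a 30 min carbachol stimulation at 37C.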
ALOX12 inhib: blocks human 12-lipoxygenase activity; 150,000 tested, 0.12% active; P18054; Potency, µM (doses to about 57.1 µM), inactives show top-dose activity change, negative = inhibition, most hits filed as inhibitors; purified 12-hLO, xylenol orange hydroperoxide absorbance; further: potency means the concentration at half of the fitted maximal effect; nearly all actives have a fitted effect of over 55% in size; many of its hits are not listed in these tables
Target sequence (P18054 whole entry, looked up): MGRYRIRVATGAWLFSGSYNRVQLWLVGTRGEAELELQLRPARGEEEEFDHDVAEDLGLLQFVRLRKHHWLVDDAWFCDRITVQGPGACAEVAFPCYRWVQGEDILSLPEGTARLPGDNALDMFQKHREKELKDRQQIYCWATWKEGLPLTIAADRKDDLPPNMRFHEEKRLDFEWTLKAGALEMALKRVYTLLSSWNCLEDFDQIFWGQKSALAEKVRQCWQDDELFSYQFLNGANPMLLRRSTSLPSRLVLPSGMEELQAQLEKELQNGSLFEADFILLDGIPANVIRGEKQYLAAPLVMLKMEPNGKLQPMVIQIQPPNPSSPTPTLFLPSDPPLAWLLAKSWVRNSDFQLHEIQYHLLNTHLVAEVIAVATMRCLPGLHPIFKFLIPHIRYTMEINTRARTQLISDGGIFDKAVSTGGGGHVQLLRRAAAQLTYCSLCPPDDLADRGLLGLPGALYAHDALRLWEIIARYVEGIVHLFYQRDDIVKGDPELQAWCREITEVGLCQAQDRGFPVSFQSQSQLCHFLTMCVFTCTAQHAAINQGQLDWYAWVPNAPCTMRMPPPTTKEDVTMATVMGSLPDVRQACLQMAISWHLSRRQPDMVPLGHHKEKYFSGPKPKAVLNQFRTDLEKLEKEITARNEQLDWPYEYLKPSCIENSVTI
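Hydroperoxide formation by human 12-lipoxygenase from 40 uM arachidonic acid was followed colorimetrically via ferric-xylenol orange complex, using the 573/405 nm absorbance ratio. Enzyme concentration was 150 nM, with 30 min reaction at room temperature.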
Starred values were filed as active, the others as inactive; ? = inconclusive; nt = no result given; [ ] = dose if it differs, or a comment. Unless noted, the call rests on the fitted dose curve; in most records, active means well fitted curve in the direction sought with a large enough effect; inconclusive means small, poorly fitted or top-dose-only effect, or another doubt; inactive means no such curve, though single readings can be large; an effect the other way counts as inactive or inconclusive. Unless noted, on the % scale 0 is the no-effect control and ±100 the full control effect. This is a subset; count on the stated rates, not on these rows.

item	SMILES	ALOX15B inhib	PNC assembly inh	IMPase cell inh	ALOX12 inhib
1	O=C(NCCCCNC(=O)c1ccc(Cl)s1)c1ccc(Cl)s1	nt	-14	?	-4%
2	COc1ccccc1NS(=O)(=O)c1cc(NC(=O)c2ccc3c(c2)OCCO3)ccc1C	nt	24	nt	-2%
3	CSc1nnc2c(n1)OC(C)N(C(=O)c1ccccc1)c1ccccc1-2 (stereo not drawn)	nt	50	0	-2%
4	Cc1ccc(S(=O)(=O)C2C(=O)N(C)C3(C)CC2c2ccccc2O3)cc1C (stereo not drawn)	nt	?	-8	0%
5	Cc1ccc(-c2ccc(C(=O)NCc3ccc(Cl)cc3)o2)c2ccccc12	nt	41	nt	-14%
6	COc1cccc(-c2nn(-c3ccccc3)cc2CO)c1	4%	15	7	-6%
7	COc1ccc(NC(=O)C2CCCN(c3c4c(nc5ncnn35)CCC4)C2)cc1 (stereo not drawn)	-12%	5	-1	6%
8	CCNC(=O)c1cc2c(=O)n3cccc(C)c3nc2n(Cc2ccc(C)cc2)c1=N	-5%	7	-12	-4%
9	O=C(c1ccc(Br)s1)N1CCCC1	4%	?	6	-1%
10	CCC1(C(=O)c2ccc(Cl)cc2)C2c3ccccc3OC(=O)C21C(=O)Nc1ccccc1 (stereo not drawn)	nt	-11	16	-12%
11	Cc1cc2c(N3CCCCC3C)ncnc2s1 (stereo not drawn)	1%	?	1	2%
12	COc1cc2oc(=O)cc(-c3ccc(-c4ccc(C#N)cc4)cc3)c2c(OC)c1OC	-13%[0.0915 µM]	nt	nt	0%[0.00818 µM]
13	COc1ccc(/C=C2/SC(=O)N(CC(O)Cn3c4ccccc4c4ccccc43)C2=O)cc1 (stereo not drawn)	nt	?	-5	-2%
14	CC1CCCCN1S(=O)(=O)c1ccc(NC(=O)c2cccc(-n3cnnn3)c2)cc1 (stereo not drawn)	-6%	-11	1	-3%
15	CCOc1ccccc1NC(=O)C(CC(C)C)NC(=O)C1CCCCC1 (stereo not drawn)	11%	?	12	-1%

Carrying on.
item	SMILES	ALOX15B inhib	PNC assembly inh	IMPase cell inh	ALOX12 inhib
16	Cc1c(Br)c(C(F)(F)F)nn1CC(=O)NCc1ccccc1	nt	26	nt	0%
17	CCOC(=O)c1cc(NC(=O)NCc2ccco2)c(C)nc1C	7%	-27	5	2%
18	CC1CCN(C(=O)CN(c2ccc(Oc3ccccc3)cc2)S(C)(=O)=O)CC1	8%	6	-8	-6%
19	COc1cc(C(C#N)N2CCOCC2)ccc1O (stereo not drawn)	-25%	-5	9	-6%
20	O=C(NC1CCCC1)C1CCN(c2nccs2)CC1	nt	-6	0	-4%
21	COc1ccc2cc3cc(C(=O)Nc4ccccc4N4CCN(C)CC4)oc3nc2c1	18%	-5	5	1%
22	COC(=O)c1cc(NS(=O)(=O)c2ccc(NCc3cccnc3)c(N)c2)cc(C(=O)OC)c1	nt	-7	1	-3%
23	CCN(CC)CCNC(=O)C1c2cc(OC)c(OC)cc2C(=O)N2CCc3ccccc3C12 (stereo not drawn)	2%	36	1	2%
24	C=C(C)CNC(=S)NNC(=O)c1ccco1	-4%	3	-10	5%
25	COc1ccccc1-c1nnc(SCC(=O)Nc2c(Cl)cccc2Cl)o1	-13%	-27	?	-8%
26	COc1cccc(C(c2nnnn2CCc2ccccc2)N2CCN(c3ccccc3)CC2)c1OC (stereo not drawn)	nt	?	-13[0.369 µM]	2%
27	CC1=C(C(=O)OC(C)C)C(c2ccc(Br)s2)NC(=O)N1 (stereo not drawn)	-4%	11	7	5%
28	CC(=C/c1ccco1)/C=N/N1CCN(c2ccccc2)CC1	-21%	62	2	-15%
29	Cc1cccc(OCC(=O)Nc2ccc3c(c2)OCO3)c1C	-8%	?	1	-14%
30	COc1ccc(-c2cc(C)nc3nc(N)nn23)cc1	-1%	73	?	4%

The listing continues.
item	SMILES	ALOX15B inhib	PNC assembly inh	IMPase cell inh	ALOX12 inhib
31	CCOc1ccc(Nc2n[nH]c(=S)s2)cc1	nt	0	9	-9%
32	Nc1nc(Nc2ccccc2)nc(N2CCOCC2)c1[N+](=O)[O-]	nt	32	nt	5%
33	O=C(NC1CC2CCC1C2)c1ccc(CN2CCOCC2)cc1 (stereo not drawn)	10%[2.29 µM]	?	6	-4%
34	N#CC1(c2ccccc2)CCCN1C(=O)c1ccc(Br)cc1 (stereo not drawn)	1%	?	-2	4%
35	Cc1ccc(S(=O)(=O)N2Cc3ccccc3CC2C(=O)Nn2cnnc2)cc1 (stereo not drawn)	0%	-1	7	-2%
36	Cc1cnc(NC(=O)CSc2nnc(-c3ccccc3)o2)s1	nt	72	0	2%
37	c1ccc(COn2nnc3ccccc32)c(COn2nnc3ccccc32)c1	-6%	40	11	-12%
38	Cc1cccc(Nc2nc(N)nc(CN3CCC(C(N)=O)CC3)n2)c1C	9%	-24	-10	0%
39	COc1ccc(Nc2cc(C(=O)NCCCN3CCN(C)CC3)c3ccccc3n2)cc1	42%[activator]	-27	5	-2%
40	COC(=O)c1oc2ccccc2c1NC(=O)CN1CCCC1	-1%	?	5	3%
41	c1ccc2[nH]c(CSc3nccs3)nc2c1	nt	-25	-16	-1%
42	Cc1cc(Nc2ccccc2)nc(N2CCOCC2)n1	-6%	?	-9	4%
43	CC(C)COc1ccc(/C(=N/O)c2ccccc2)cc1	-3%	-6	6	-4%
44	Cc1cc(C(=O)COC(=O)C2=NNC(=O)CC2)c(C)n1-c1cccc(C(F)(F)F)c1	4%	59	-2	6%
45	COc1ccc(C=O)cc1CSc1nnc(COc2cccc3cccnc23)o1	nt	32	?	-3%

Continued:
item	SMILES	ALOX15B inhib	PNC assembly inh	IMPase cell inh	ALOX12 inhib
46	O=C1C=C(Nc2ccc(Cl)cc2)CC(c2ccco2)C1 (stereo not drawn)	nt	?	nt	-15%
47	Cc1cccc(CNc2ccnc(-c3ccc(C(=O)N(C)C)cc3)n2)c1	2%	nt	nt	2%
48	O=C(NCC1OCCc2ccccc21)c1ccc(NC(=O)c2ccc(Cl)cc2Cl)cc1 (stereo not drawn)	nt	65	-5	-3%
49	COc1ccc(/C=C(\C#N)C(=O)OCC(=O)NC(C)c2ccccc2)cc1 (stereo not drawn)	nt	-23	nt	1%
50	Cc1ccc(C=Nc2ccccc2C(=O)Nc2ccccc2)cc1	nt	44	nt	0%
51	O=C(Nc1ccncc1)c1cc([N+](=O)[O-])ccc1Cl	1%	nt	nt	-1%
52	Cc1cc(NC(=O)Cn2nnc(-c3ccccc3N)n2)no1	nt	-21	nt	1%
53	Cn1c(C(=O)NCc2ccccn2)cc2c(=O)n3ccccc3nc21	nt	64	-9	-6%
54	C=CCn1c(-c2csc(-c3ccccc3)n2)n[nH]c1=S	-7%	1	?	-8%
55	COc1ccccc1NC(=O)CS(=O)(=O)c1cccc2nsnc12	-7%	?	5	-2%
56	O=C(/C=C/c1ccc(Cl)cc1)Nc1ccccc1N1CCOCC1	nt	36	nt	0%
57	Cc1ccc(S(=O)(=O)CNC(=S)c2cccc(C)c2)cc1	-13%	26	-3	-28%
58	Clc1ccc(Oc2nc3ccccc3n3cccc23)cc1	8%[11.4 µM]	-19	-3[1.84 µM]	-1%
59	CCn1c(NC(C)=O)nc2ccccc21	nt	?	10	2%
60	Nc1nc(CN2CCN(c3ccccn3)CC2)nc(Nc2ccc(Cl)cc2)n1	21%	?	10	-7%

3 compounds drawn at random from the list so far, as already listed:
item	SMILES	ALOX15B inhib	PNC assembly inh	IMPase cell inh	ALOX12 inhib
46	O=C1C=C(Nc2ccc(Cl)cc2)CC(c2ccco2)C1 (stereo not drawn)	nt	?	nt	-15%
52	Cc1cc(NC(=O)Cn2nnc(-c3ccccc3N)n2)no1	nt	-21	nt	1%
47	Cc1cccc(CNc2ccnc(-c3ccc(C(=O)N(C)C)cc3)n2)c1	2%	nt	nt	2%

Profiles from above.
Shown for `COc1ccccc1NC(=O)CS(=O)(=O)c1cccc2nsnc12` = ALOX15B inhib: -7%; PNC assembly inh: ?; IMPase cell inh: 5; ALOX12 inhib: -2%
Shown for `O=C1C=C(Nc2ccc(Cl)cc2)CC(c2ccco2)C1` (stereo not drawn) = ALOX15B inhib: nt; PNC assembly inh: ?; IMPase cell inh: nt; ALOX12 inhib: -15%
Shown for `Cc1cc(NC(=O)Cn2nnc(-c3ccccc3N)n2)no1` = ALOX15B inhib: nt; PNC assembly inh: -21; IMPase cell inh: nt; ALOX12 inhib: 1%

More results follow:
item	SMILES	ALOX15B inhib	PNC assembly inh	IMPase cell inh	ALOX12 inhib
61	Nc1c(S(=O)(=O)c2ccccc2)c2nc3ccccc3nc2n1/N=C/c1cccc(O)c1	-9%	1	10	-13%
62	Cc1ccc(-c2nnc(N3CCN(C(=O)CSc4ncn[nH]4)CC3)c3ccccc23)cc1	9%[2.29 µM]	11	8	5%
63	COc1ccc(CCN2C(=O)NC(NC(C)=O)(C(F)(F)F)C2=O)cc1OC (stereo not drawn)	nt	24	-11	-3%
64	CC(=O)c1ccc(S(=O)(=O)NCCCC(=O)NCCc2ccccn2)cc1	0%	9	1	3%
65	CC(C)CNC(=S)NC(=O)c1ccc(F)cc1	nt	?	nt	?
66	CC(C)Cn1c(CCC(=O)O)ccc1-c1cccs1	nt	7	?	-11%
67	Oc1c(C=C2N=c3ccccc3=N2)sc(=S)n1C1CCCC1	nt	14	-2	4%
68	CCNC(=S)NNC(=O)c1csc(C)c1	nt	?	nt	-3%
69	COc1ccccc1N1CCN(CC(O)COc2c(OC)cccc2OC)CC1 (stereo not drawn)	8%	21	-4	-4%
70	CCCc1nc2sc3ccccc3c(=O)c2c(=O)n1Cc1ccco1	?	13	10	-20%
71	CN(CC(=O)NC1CCCCCC1)S(=O)(=O)c1ccccc1	-2%[11.4 µM]	3	-5[1.84 µM]	1%
72	COCCCN1C(=O)C(=O)/C(=C(/O)c2ccc(OC(C)C)cc2)C1c1ccc(O)c(OC)c1 (stereo not drawn)	7%	6	-3	1%
73	CN(C)c1ccc(/C=C/C=C2/SC(=S)N(c3ccccc3)C2=O)cc1	?	69	4	-10%
74	O=C1CC(c2ccccc2)n2nc(N3C(=O)c4ccccc4C3=O)nc2N1 (stereo not drawn)	-4%	34	2	-2%
75	CC(CNCC1CCCO1)COc1cccc2ccccc12 (stereo not drawn)	12%	30	8	0%

More structures follow:
item	SMILES	ALOX15B inhib	PNC assembly inh	IMPase cell inh	ALOX12 inhib
76	C=C(C)COc1ccc(-c2nc(N)nc(C)c2-c2ccc(OC)cc2)c(O)c1	nt	-30	nt	-1%
77	O=C(Nc1ccc(N2CCOCC2)c(Cl)c1)c1ccc(Br)o1	9%[2.29 µM]	-6	10	0%
78	COc1ccc(-n2c(N)c(C(=O)NCc3ccco3)c3nc4ccccc4nc32)c(OC)c1	5%[2.29 µM]	?	-15	-6%
79	CC1(C)O[C@@H]2C[C@H]3[C@@H]4C[C@H](F)C5=CC(=O)CC[C@]5(C)[C@H]4[C@@H](O)C[C@]3(C)[C@]2(C(=O)CO)O1	nt	27	nt	-2%
80	CC(=O)c1cccc(NC(=O)COc2ccccc2C(=O)c2cc(C#N)c(=O)n(C3CCCCC3)c2)c1	nt	-6	nt	-5%
81	Cc1cc2sc(C)[n+](CCCOS(=O)(=O)O)c2cc1C	-8%[11.4 µM]	nt	nt	-10%[11.4 µM]
82	O=C(CO)N/N=C/c1ccc(Cl)cc1	3%	28	3	-4%
83	CCOC(=O)c1nnn(-c2nonc2N)c1CN(C)Cc1ccccc1	-4%	24	9	-5%
84	COc1cccc(OCC(=O)Nc2cc(Cl)ccc2Oc2ccccc2)c1	nt	33	nt	0%
85	CC(C)CC(=O)Nc1cccc(NC(=O)CC(C)C)n1	nt	-30	nt	-2%
86	C=CCn1nc([N+](=O)[O-])nc1Sc1cccc2cccnc12	nt	?	nt	1%
